Screens as filed in PubChem BioAssay.
MLL CXXC-DNA inh = inhibitors of human MLL CXXC domain-DNA interaction | Q03164 | MLL-CXXC / FITC-HOXA9 DNA fluorescence polarization | AID 2662 | actives 0.037% (n = 290,000) | Potency, µM (doses to about 115 µM), for the others: top-dose activity change, negative = inhibition, actives largely listed as inhibitors; active = well fitted inhibition curve with a large enough effect in the polarisation, with a control signal flat, not every such curve was filed as active; inconclusive = small, poorly fitted or top-dose-only effect, or effect the other way, or a change in a side signal; inactive = no such curve, though single readings can be large or run the other way; the % refers to the polarisation
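Purified MLL-CXXC (added from a 7 uM solution) was preincubated 5 min at ambient with pinned compounds in 50 mM Tris-HCl pH 7.5, 50 mM NaCl, 1 mM DTT, 0.05% BSA. Fluorescein-labeled HOX-A9 DNA (50 nM solution) followed, 30 min, then polarization read.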
Rab9 promoter act = activates the Rab9 promoter | Huh7 Rab9 promoter-luciferase reporter, luminescence, 24 h | AID 485297 | actives 2.8% (n = 320,000) | Potency, µM (top dose mostly 9.22 µM), without a hit: at the highest dose activation, negative = inhibition, actives largely listed as activators; note: % of control where 0% means no effect; nearly all actives have a fitted effect of over 60% in size
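Luminescence from Amplite-detected luciferase (10 minutes, ambient) reports Rab9 promoter activation. Before that, stable Rab9-luciferase Huh7 cells (1500/well, reduced-serum OP-MEM I plus 10% FBS) were exposed to compound for 24 hours at 37C.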
NPC1 promoter act = activates the NPC1 promoter; Huh7 NPC1 promoter luciferase reporter, 24 h; Potency, µM (highest dose often 9.22 µM), without a hit: top-dose activation, actives largely listed as activators; actives 2.4% (n = 320,000);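 note: % of control where 0% means no effect; nearly all actives have a fitted effect of over 60% in size; reporter is driven by a mutant NPC1 promoter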
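Luminescence read-out of NPC1 promoter-driven luciferase in stably transfected Huh7 cells; compounds delivered in DMSO and left 24 h at 37C, 5% CO2, qHTS titration format.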
ELG1 genotox = inducers of genotoxicity in HEK293T ELG1-luciferase cells; actives 1.3% (n = 330,000); HEK293T ELG1-luciferase reporter, luminescence, 16 h; AID 504466; Potency, µM (doses to about 46 µM), for the others: at the top dose activity change, positive = activation, hits mostly activators; note: % of control where 0% means no effect; nearly all actives have a fitted effect of over 60% in size
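Reporter readout depends on ELG1 protein level, which increases with genetic stress. After 16 hr compound exposure at 37 °C, luciferase activity was quantified using ONE-Glo.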
uPA generation = inhibitors of cell surface uPA generation; cell surface uPA generation assay, qHTS; Potency, µM (series often up to 38.3 µM), without a hit: at the top dose activity change, negative = inhibition, actives largely listed as inhibitors; actives 0.31% (n = 330,000); AID 540303; active = well fitted inhibition curve with a large enough effect; inconclusive = small, poorly fitted or top-dose-only effect; inactive = no such curve, though single readings can be large or run the other way; tested in mouse RAW 264.7 cells; note: % is set by controls: 0 for no effect and ±100 for the full control effect; nearly all actives have a fitted effect of over 55% in size
VP16 counter = Gal4-VP16 reporter inhibition counter-screen; AID 2546; Drosophila S2 Gal4-VP16 UAS-luciferase, luminescence, 20 h; Potency, µM (highest dose often 53.6 µM), inactives show at the top dose activity, negative = inhibition, usual class: inhibitors; actives 3.5% (n = 310,000);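 note: Gal4-VP16 expression switched on by copper sulfate through the metallothionein promoter; % is set by controls: 0 for no effect and ±100 for the full control effect; nearly all actives have a fitted effect of over 50% in size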
FLuc counter = firefly luciferase modulation, counter-screen for miR-21 project; purified FLuc, Km substrates, luminescence inhibition; P08659; Potency, µM (top dose mostly 57.5 µM), for inactives: at the highest dose activity change, negative = inhibition, hits mostly inhibitors; actives 6.9% (n = 360,000);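 note: plate controls were vehicle for no effect and reference inhibitor for full effect; nearly all actives have a fitted effect of over 55% in size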
Target sequence (P08659 whole entry, looked up): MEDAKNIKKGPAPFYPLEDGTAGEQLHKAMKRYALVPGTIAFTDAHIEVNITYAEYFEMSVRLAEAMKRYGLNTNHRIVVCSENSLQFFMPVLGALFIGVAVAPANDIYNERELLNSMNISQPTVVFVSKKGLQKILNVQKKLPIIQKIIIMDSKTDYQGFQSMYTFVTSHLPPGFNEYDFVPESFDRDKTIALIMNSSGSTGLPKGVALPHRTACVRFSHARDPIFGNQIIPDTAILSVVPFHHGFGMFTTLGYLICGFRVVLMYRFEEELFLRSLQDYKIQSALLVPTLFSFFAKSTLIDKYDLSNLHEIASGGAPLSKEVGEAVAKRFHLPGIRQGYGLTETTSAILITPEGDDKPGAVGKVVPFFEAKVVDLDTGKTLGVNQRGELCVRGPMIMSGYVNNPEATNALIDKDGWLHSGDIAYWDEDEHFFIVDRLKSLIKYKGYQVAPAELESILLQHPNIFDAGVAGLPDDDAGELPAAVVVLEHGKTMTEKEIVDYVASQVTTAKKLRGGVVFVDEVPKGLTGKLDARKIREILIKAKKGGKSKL
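Purified P. pyralis luciferase (10nM final) with 10uM D-luciferin and 10uM ATP (Km levels) in 50mM Tris acetate pH 7.5, 10mM Mg acetate, 0.01% Tween-20, 0.05% BSA; qHTS 6-point titration, ~60 µM downward; luminescence read.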
RORgamma inh = ROR gamma (mouse) transcription inhibition. P51450. Drosophila S2 Gal4-RORgamma UAS-luciferase reporter, 20 h. Potency, µM (titrated, usually from 53.6 µM), inactives show at the highest dose activity change, negative = inhibition, usual class: inhibitors. actives 5.4% (n = 310,000); note: % is set by controls: 0 for no effect and ±100 for the full control effect; nearly all actives have a fitted effect of over 60% in size
Target sequence (P51450 whole entry, looked up, the tested form may be a part): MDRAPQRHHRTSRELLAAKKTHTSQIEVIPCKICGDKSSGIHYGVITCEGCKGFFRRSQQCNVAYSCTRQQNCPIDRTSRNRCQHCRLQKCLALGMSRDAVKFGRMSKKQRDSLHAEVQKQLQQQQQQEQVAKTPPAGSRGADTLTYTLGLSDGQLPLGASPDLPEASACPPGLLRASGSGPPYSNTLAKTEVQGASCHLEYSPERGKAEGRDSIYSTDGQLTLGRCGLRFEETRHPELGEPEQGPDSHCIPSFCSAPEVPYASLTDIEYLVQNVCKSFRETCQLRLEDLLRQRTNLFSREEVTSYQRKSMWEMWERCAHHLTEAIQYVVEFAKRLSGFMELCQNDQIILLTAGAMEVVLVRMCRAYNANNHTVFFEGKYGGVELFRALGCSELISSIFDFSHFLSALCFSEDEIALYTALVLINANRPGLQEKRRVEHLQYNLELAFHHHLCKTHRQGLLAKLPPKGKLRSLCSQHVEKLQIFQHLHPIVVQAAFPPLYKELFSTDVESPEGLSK
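Using a luciferase readout, inhibitors were identified by reduced reporter activity in Drosophila cells coexpressing a copper-inducible Gal4–ROR gamma fusion and UAS-driven Photinus luciferase, incubated 20 hr after 700 uM copper sulfate.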
BRCA1 expr act = increases BRCA1 expression; actives 1.1% (n = 380,000); MCF7-BRCA1-FFLuc reporter, luminescence, 48 h; response scale: scaled: vehicle 0%, 10 µM genistein 100%; Potency, µM (doses to about 46.1 µM), for the others: at the highest dose activation, hits mostly activators; note: nearly all actives have a fitted effect of over 80% in size; some results filed as inactive show a strong effect at the top dose
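Using MCF7 cells harboring a BRCA1 firefly luciferase reporter, plated 2 h before compound pinning, the screen measured luminescence after 48 h incubation. Responses were normalized to DMSO and 10 microM genistein, then fitted for concentration-effect.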
p53 reactivator = re-activators of mutant p53 | H1299 p53-A138V BP100-luciferase reporter, luminescence, 24 h | Potency, µM (highest dose often 92.2 µM), for inactives: at the highest dose activity change, positive = activation, hits mostly activators | actives 0.063% (n = 320,000) | AID 504706; note: % of control where 0% means no effect; nearly all actives have a fitted effect of over 45% in size
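H1299 (p53-null), stable ts p53-A138V + BP100-Luc; 1000 cells/well, Opti-MEM/10% FBS; cpd 4 pt, 1:5; 24 h, 37 deg C, 5% CO2; detection reagent 10 min RT; luminescence.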
MBNL1 CUG block = blocks human MBNL1 binding to CUG repeat RNA; Q9NR56; Potency, µM (highest dose often 57.5 µM), for inactives: at the top dose activity change, negative = inhibition, actives largely listed as inhibitors; TR-FRET MBNL1-His/biotin-(CUG)12 binding, 665/545 ratio; AID 2675; actives 0.036% (n = 280,000); active = well fitted inhibition curve with a large enough effect in the signal ratio, with a control signal flat, not every such curve was filed as active; inconclusive = small, poorly fitted or top-dose-only effect, or effect the other way, or a change in a side signal; inactive = no such curve, though single readings can be large or run the other way; the % refers to the signal ratio; note: % is set by controls: 0 for no effect and ±100 for the full control effect
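Compounds (final 92 nM to 58 uM) are added to His-tagged MBNL1 and biotin-(CUG)12, then terbium anti-His antibody and streptavidin-XL665 (5 nM final). After 60 min at room temperature, the 665/545 nm ratio is read.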
* marks the source's active call; other numbers are inactive results; u = inconclusive; x = not tested or not shown; [ ] = dose if it differs, or a comment. Unless noted, calls come from the whole dose curve; as a rule, active = well fitted curve in the direction sought with a large enough effect; inconclusive = small, poorly fitted or top-dose-only effect, or another doubt; inactive = no such curve, though single readings can be large; an effect the other way counts as inactive or inconclusive. Potency is the fitted concentration of half-maximal effect. Not all compounds are listed; rates above refer to the full screens.

SMILES	MLL CXXC-DNA inh	Rab9 promoter act	NPC1 promoter act	ELG1 genotox	uPA generation	VP16 counter	FLuc counter	RORgamma inh	BRCA1 expr act	p53 reactivator	MBNL1 CUG block
O=C1CC(N2CCN(S(=O)(=O)c3ccc(Cl)cc3)CC2)C(=O)N1CCc1ccccc1 (stereo not given)	-3%	1%	-1%	-6%	5%	2%	1%	u	-23%	-11%	3%
CN(C)NC(=S)Nc1ccc(S(=O)(=O)N2CCCCC2)cc1	1%	-6%	-3%	-3%	3%	5.6µM*	0%	2.8µM*	-15%	-5%	-12%
CCOC(=O)C1CCN(C(=O)c2ccc3c(SCC(=O)O)c4c(nc3c2)CCCC4)CC1	9%	14%	-4%	-9%	3%	-4%	-15%	24%	17%	-3%	33%[activator]
N#CCCN(C(=O)COC(=O)c1cccc(S(=O)(=O)Nc2ccc([N+](=O)[O-])cc2)c1)c1ccccc1	12%	-2%	1%	10%	2%	-6%	0%	u	19%	-6%	u
CCc1nc(N)nc2c1C(=O)CC(C)(C)C2	4%	-3%	1%	0%	-21%	9%	1%	-7%	-1%	-1%	-8%
CCc1ccc(-c2nc(CS(=O)CC(=O)NCc3ccc4c(c3)OCO4)c(C)o2)cc1 (stereo not given)	1%	-1%	9%	1%	-4%	12%	u	-44%	-20%	-5%	2%
Cc1nc(CS(=O)(=O)c2ccccc2)cc(N2CCOCC2)n1	1%	3%	25%	7%	1%	-8%	-16%	27%	56%	u	-5%
CCOC(=O)CN(C(=O)CSc1nnc(COc2ccc(OC)cc2)n1CC)c1ccccc1	-1%	8%	-3%	-4%	-1%	-4%	-2%	u	-31%	-3%	1%
O=c1cc(C(F)(F)F)c2sc(N3CCCCC3)nc2[nH]1	1%	2%	0%	2%	1%	-18%	-2%	4%	13%	0%	101%[activator]
CC(=O)c1sccc1NC(=O)CC(C)(C)CC(=O)O	-1%	1%	0%	0%	0%	-4%	-3%	-10%	7%	-1%	11%
COC(=O)c1cc(C(=O)OCC(=O)c2ccc3c(c2)NC(=O)CO3)cc([N+](=O)[O-])c1	x	1%	1%	-2%	-2%	x	2%	x	-11%	-2%	x
O=C(NCCN1CCCCCC1)C1CCN(S(=O)(=O)N2CCOCC2)CC1	-2%	10%	-4%	-4%	-1%	3%	5%	-20%	3%	1%	u
Cc1cc(O)cc(C)c1NS(=O)(=O)c1ccc2ccccc2c1	-1%	-1%[1.84 µM]	-2%	-9%	9%	-3%	0%	1%	-29%	-8%	8%
CCCCOc1ccc([N+](=O)[O-])cc1C(=O)O	-2%	-9%	-4%	0%	2%	-5%	-5%	0%	4%	2%	u
CCOC(=O)C1CCCN(c2c(NCC3CCCO3)c(=O)c2=O)C1 (stereo not given)	-3%	4%	-1%	1%	-3%	0%	2%	5%	0%	3%	-4%
O=C(Nc1ccc(F)cc1F)NC1CCN(Cc2c(F)cccc2Cl)CC1	5%	-12%	4%	-10%	2%	-14%	3%	24%	-21%	4%	x
Cc1ccc(-c2cc(C(=O)N/N=C/c3cccnc3)n[nH]2)o1	-3%	2%	0%	-3%	-5%	-23%	u	-9%	-12%	6%	-8%[11.5 µM]
Nc1ccc(S(=O)(=O)NC2(C(F)(F)F)NC(=O)N(c3ccccc3F)C2=O)cc1 (stereo not given)	-3%	-2%	1%	5%	4%	0%	2%	-8%	11%	12%	-2%
Cc1ccc(C2CC(c3cccs3)=NN2S(=O)(=O)c2ccc(C)cc2)cc1 (stereo not given)	17%	-7%	-3%	-1%	1%	-10%	-2%	-2%	-23%	2%	4%
CCC1CCCCN1CC(=O)Nc1ccc2c(c1)OCCO2 (stereo not given)	x	28%	22%	7%	-5%	x	24µM*	x	u	3%	x
S=C1SCN(Cc2cccnc2)CN1Cc1cccnc1	26%	-43%[inhibitor]	-32%[inhibitor]	-13%	-3%	5.6µM*	-1%	0.63µM*	-73%	-13%	-14%
COc1ccc(CNC(=O)COc2ccc(C(=O)c3ccc(F)cc3)cc2)cc1	8%	-5%	-8%	-2%	-14%	0%	-9%	8%	-87%	14%	x
Cc1csc(/N=C/c2ccc([N+](=O)[O-])cc2)n1	10%	-2%	0%	1%	0%	-4%	3%	7%	-35%	19%	x
Cc1ccc(S(=O)(=O)N2CCOCC2)c(C)c1NS(C)(=O)=O	1%	-3%	0%	2%	-6%	-7%	0%	8%	0%	-10%	x
O=C(NC1CCCCCC1)c1cccnc1Sc1ccccc1	-1%	-3%	-1%	0%	-5%	-13%	4%	19%	-10%	-15%	-8%
CCN(CC)S(=O)(=O)c1ccc(/C=C/C(=O)OCC#N)cc1	-26%	1%	-5%	-2%	1%	-4%	1%	15%	9%	1%	u
COc1ccc(CNC(=O)C2CC(O)CN2C(=O)Nc2ccccc2)cc1 (stereo not given)	0%	7%	0%	-1%	2%	2%	2%	3%	17%	12%	2%
CC(=O)c1cccc(CN2CCN(Cc3ccccc3)C(CCO)C2)c1 (stereo not given)	4%	-2%	-3%	-4%	5%	-1%	2%	22%	0%	-3%	-1%
C=CCn1c(C)csc1=Nc1ccccc1C	1%	10%	-1%	3%	x	17%	u	10%	24%	16%	4%
Cc1ccc(C(C(=O)NC(C)(C)C)N(Cc2ccco2)C(=O)CCC(=O)Nc2ccccn2)cc1 (stereo not given)	20%	-3%	3%	-2%	-1%	-7%	4%	-11%	-12%	2%	-6%
C/C(Cn1nnc([N+](=O)[O-])n1)=N\NC(=O)c1ccc(Cl)c(Cl)c1	-3%	-6%	1%	-5%	-15%	u	2%	13µM*	-78%	5%	u
COc1ccc(S(=O)(=O)N2CCCc3ccccc32)cc1[N+](=O)[O-]	u	-4%	-3%	-2%	-1%	2%	0%	u	-46%	12%	16%
COc1cccc(-c2nc(CS(=O)(=O)CC(=O)Nc3ccc(C(C)=O)cc3)c(C)o2)c1	19%	-1%	-8%	-6%	-2%	-3%	1%	19%	-4%	-4%	1%
CCCc1sc(C(=O)Nc2nnc(C3CC3)s2)cc1CC	x	-3%	-2%	-2%	5%	x	7%	x	-16%	3%	x
COc1cccc(N=Cc2ccc(O)cc2O)c1	-9%	19%	-4%	7%	x	6%	-11%	u	7%	u	12%
Cc1ccccc1NC(=S)N(CCCN1CCOCC1)Cc1cccnc1	-4%	14%	1%	0%	4%	1%	x	-13%	-1%	2%	-4%
Cc1cc(-c2nnc(SCC(=O)NC3CC3)n2C(C)C)cs1	u	3%	-3%	4%	-15%	-5%	3%	1%	-9%	-2%	1%
Cc1c(-c2cccc(Cl)c2)nc2ccccc2c1C(=O)OCC(=O)Nc1ccc2c(c1)OCO2	15%	-3%	0%	-7%	4%	-21%	-10%	u	-79%[inhibitor]	7%	u
CCC(=O)N1CCc2cc(S(=O)(=O)CCC(=O)Nc3cccc(C)n3)ccc21	-1%	-1%	-3%	-1%	7%	0%	2%	-1%	-5%	-1%	-5%
O=C(CCCn1c(=O)[nH]c2ccsc2c1=O)N1CCN(c2ccccn2)CC1	6%	-2%	0%	1%	2%	-6%	1%	10%	-3%	5%	3%
CS(=O)(=O)N(Cc1ccccc1Cl)c1ccc(C(=O)N2CCCC2)cc1	8%	0%	-3%	0%	1%	4%	2%	8%	-19%	4%	1%
Cc1ccc(CN2CC(=O)N3[C@H]4c5ccccc5OC[C@@H]4[C@H](c4ccccc4)[C@]3(C)C2=O)cc1	x	-12%	-2%	-9%	u	x	3%	x	-30%	-7%	x
COc1ccccc1C(O)(C(=O)NNc1ccccc1C)c1ccccc1OC	5%	-1%	-3%	-4%	6%	-14%	1%	13%	32%	4%	x
Cc1ccccc1CNC(=O)CC1C(=O)NCCN1Cc1c(F)cccc1Cl (stereo not given)	-4%	15%	2%	-1%	-2%	-7%	-1%	0%	-8%	-2%	-8%
C=CCn1c(SCC(=O)c2[nH]c(C)c(C(=O)OCC)c2C)nc2scc(-c3ccccc3)c2c1=O	1%	-25%	-13%	18%	2%	-18%	4%	-7%	-29%	-6%	-8%
C=CCn1c(CSc2nc3ccccc3s2)nnc1SCC(=O)NCc1cccnc1	3%	-2%	-5%	-3%	-1%	-8%	-4%	u	0%	-11%	u
Cc1cccc(C(=O)NCC(=O)NNC(=O)c2ccccc2O)c1	x	-7%	0%	0%	2%	x	-18%	x	11%	8%	x
Cc1cc(C(=O)N(C2CCCCC2)C2CCCCC2)no1	6%	2%	-1%	-8%	11%	4%	0%	-24%	-18%	-20%	-2%
CCc1ccc(CNC(=O)CCS(=O)(=O)Cc2ccc(C)cc2)cc1	35%[activator]	-2%	-2%	-3%	12%	-2%	2%	-18%	3%	-8%	0%
